Screens: PubChem BioAssay, several laboratories
DAX1 inh-1 – inhibitors of DAX1 repression of SF-1 activated StAR promoter. HEK293T StAR-luciferase reporter, SF-1/DAX-1 repression relief. inhibition, % at 6.8 µM. actives 1.1% (n = 370,000). AID 652010;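 active = inhibition above the mean over all tested compounds plus 3 SD, cut at about 3.6% in these data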;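 note: 0% = DAX-1 cells with DMSO and 100% = cells lacking DAX-1 with DMSO; higher inhibition means more luminescence from relief of DAX-1 repression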
PLC-beta3 inh – inhibitors of human phospholipase C beta3 | Purified PLC-beta3, fluorogenic substrate, fluorescence | actives 0.18% (n = 370,000) | Q01970 | inhibition, % at 12.2 µM; in the data active = inhibition above about 11%;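 note: 0% = median of compound wells on plate and 100% = full blocker control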
Target sequence (Q01970 whole entry, looked up): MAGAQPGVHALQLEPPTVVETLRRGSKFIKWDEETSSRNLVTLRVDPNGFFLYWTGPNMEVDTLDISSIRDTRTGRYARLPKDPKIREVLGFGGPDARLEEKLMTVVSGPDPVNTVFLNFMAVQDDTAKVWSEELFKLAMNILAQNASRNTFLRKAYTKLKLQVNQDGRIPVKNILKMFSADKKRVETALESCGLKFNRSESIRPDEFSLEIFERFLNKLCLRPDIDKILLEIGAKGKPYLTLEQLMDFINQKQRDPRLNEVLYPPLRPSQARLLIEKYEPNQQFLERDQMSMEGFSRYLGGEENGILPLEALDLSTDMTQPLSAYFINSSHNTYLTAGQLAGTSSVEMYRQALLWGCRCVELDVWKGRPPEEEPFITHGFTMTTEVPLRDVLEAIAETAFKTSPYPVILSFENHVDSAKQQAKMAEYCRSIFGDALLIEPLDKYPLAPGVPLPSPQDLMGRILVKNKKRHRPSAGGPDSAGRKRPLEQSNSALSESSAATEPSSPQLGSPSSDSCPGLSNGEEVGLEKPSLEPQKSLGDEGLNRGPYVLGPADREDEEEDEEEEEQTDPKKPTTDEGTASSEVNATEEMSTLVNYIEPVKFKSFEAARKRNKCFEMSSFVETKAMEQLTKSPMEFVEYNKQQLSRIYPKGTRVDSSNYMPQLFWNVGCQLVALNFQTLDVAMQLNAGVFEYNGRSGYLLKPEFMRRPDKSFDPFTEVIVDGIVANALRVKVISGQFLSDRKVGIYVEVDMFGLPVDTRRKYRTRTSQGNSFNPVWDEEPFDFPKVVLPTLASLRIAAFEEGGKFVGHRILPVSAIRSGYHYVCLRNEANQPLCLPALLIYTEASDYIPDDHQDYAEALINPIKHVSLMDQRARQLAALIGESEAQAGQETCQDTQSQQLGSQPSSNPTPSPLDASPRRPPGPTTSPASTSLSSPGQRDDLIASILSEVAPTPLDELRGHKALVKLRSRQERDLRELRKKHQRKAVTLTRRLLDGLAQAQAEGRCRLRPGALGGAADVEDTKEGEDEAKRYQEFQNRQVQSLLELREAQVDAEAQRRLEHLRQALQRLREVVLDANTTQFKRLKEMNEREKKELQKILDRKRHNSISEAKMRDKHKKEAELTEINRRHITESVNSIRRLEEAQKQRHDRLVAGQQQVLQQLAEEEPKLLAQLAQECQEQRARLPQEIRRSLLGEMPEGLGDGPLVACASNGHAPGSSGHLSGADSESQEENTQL
SMARCA2 act – activators of SMARCA2 function. AID 652017. actives 1% (n = 370,000). MG213 cells, MMTV-luciferase reporter, dexamethasone, overnight. activation, % at 9.1 µM; in the data active = activation above about 7.8%;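 note: 0% = vehicle wells and 100% = reference activator wells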
HGIII-sPLA2 inh – Blocks human group III sPLA2 activity. actives 0.56% (n = 370,000). QFRET BODIPY PC-A2 liposome hydrolysis, fluorescence. inhibition, % at 12.2 µM. Q9NZ20;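 active = inhibition above mean plus 3 SD of compounds lying within the high and low control bounds, cut at about 19% in these data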;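 note: 0% = median of test compound wells and 100% = no enzyme DMSO wells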
FXN GAA850 act – increases GAA850 frataxin promoter reporter activity | HEK293 lucGAA850 FXN promoter luciferase reporter, 24 h; percent of 10 µM SAHA response | activation, % at 6 µM | actives 0.56% (n = 360,000);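 active = activation above the average of all compounds screened plus 3 SD, cutoff fixed separately per campaign, cut at about 7.5% in these data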;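 note: 0% = DMSO wells and 100% = 10 µM SAHA wells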
hcDAF12 agonist – activates DAF-12 receptor from parasite H. contortus | actives 1.4% (n = 370,000) | activation, % at 6.8 µM | HEK293 hcDAF-12 lit1-tk-luc reporter, luminescence; 0% DMSO, 100% Δ7-dafachronic acid | AID 652067;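 active = activation above the mean of all tested compounds plus 3 SD, cut at about 5.5% in these data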;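 note: 100% = response to 3 µM Δ7-dafachronic acid high control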
Rev-erbA mod – modulators of human Rev-erb alpha DNA binding; P20393; Rev-erbα–FITC-DNA binding, fluorescence polarization, 90 min; activity, % at 10 µM; actives 0.79% (n = 370,000); AID 1259318;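 active = activity above about 14%, limit read from the data; passing the limit was not always enough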;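 note: 0% = DMSO wells with 35 nM protein and 100% = DMSO wells with 750 nM protein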
PG9 Ab binder – binds the HIV-1 gp120 antibody PG9; AID 624416; actives 0.43% (n = 360,000); inhibition, % at 6.7 µM; TR-FRET gp120-PG9 antibody binding; in the data active = inhibition above about 8.5%
DAX1 inh-2 – inhibits human nuclear receptor DAX1; AID 504766; inhibition, % at 6.75 µM; HEK293 Gal4-DAX1 luciferase reporter, luminescence; actives 0.99% (n = 340,000); P51843;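 active = inhibition above the mean over all tested compounds plus 3 SD, cut at about 4.2% in these data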;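 note: 0% = DAX1-transfected cells with DMSO and 100% = empty-vector control cells with DMSO; inhibition shows as a rise in luminescence from relieved DAX1 repression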
hgDAF12 agonist – hgDAF-12 agonism, primary luciferase screen. activation, % at 6.8 µM. HEK293 GAL4-hgDAF12 UAS-luciferase reporter, agonist luminescence; normalized to butyrate control. actives 1.8% (n = 370,000). AID 687014;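 active = activation above a cutoff set at the mean of all screened compounds plus 3 SD, cut at about 10% in these data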;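 note: 0% = DMSO wells and 100% = sodium butyrate wells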
ssDAF12 agonist – activators of S. stercoralis DAF-12 nuclear receptor | AID 652126 | HEK293 ssDAF-12/GRIP1 lit1-tk-luc reporter, luminescence; % of 3 µM dafachronic acid response | actives 1% (n = 370,000) | activation, % at 6.8 µM;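 active = activation above the mean over all tested compounds plus 3 SD, cut at about 0.9% in these data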;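 note: 0% = DMSO-only wells and 100% = 3 µM delta7-dafachronic acid wells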
The depositor's hits bear a star; x = not tested or not shown.

SMILES	DAX1 inh-1	PLC-beta3 inh	SMARCA2 act	HGIII-sPLA2 inh	FXN GAA850 act	hcDAF12 agonist	Rev-erbA mod	PG9 Ab binder	DAX1 inh-2	hgDAF12 agonist	ssDAF12 agonist
CCOC(=O)C1=C(CN2CCN(CCC#N)CC2)NC(=O)NC1c1ccc2c(c1)OCO2 (stereo not given)	-0.4	-2	0	4	2.3	0.5	4	1.3	0.8	-4.3	-1.8
O=C(COc1cccnc1[N+](=O)[O-])Nc1ncc(Cl)cc1Cl	1.0	-30	3	-4	1.2	-1.6	-2	1.9	0.0	-0.6	-0.5
O=C(NCc1ccccc1)c1ccc(OC2CSC2)cc1	-0.2	-4	2	1	2.0	-0.9	1	0.6	0.3	2.4	-1.4
COc1ccc(-c2nc(CS(=O)CC(=O)N3CCCC3)c(C)o2)cc1 (stereo not given)	-1.1	1	0	0	0.1	0.6	-6	-1.5	0.9	-0.1	-1.0
CCc1cc2c(=O)c(-c3ccc4c(c3)OCCO4)coc2cc1OC(=O)c1ccco1	3.1	-32	7	-1	-0.5	3.3	-4	0.0	1.0	11*	-1.0
COc1cc(CN2CCNC(=O)C2CC(=O)NCCCC2CCCC2)cc(OC)c1 (stereo not given)	-0.6	0	0	-1	3.1	1.0	-3	-0.1	0.2	0.1	-1.3
O=C(O)CCC(=O)Nc1ccc(OCC(=O)O)cc1	0.2	2	-4	1	3.8	-0.9	-1	-3.1	0.9	0.2	-1.2
CCCCSc1nnc([C@@H]2CCCN2C(=O)OC(C)(C)C)o1	0.3	0	1	5	0.5	-0.6	-4	-1.4	-1.6	0.3	-0.9
Cc1nc2c(OCCOc3ccccc3)cccn2c1N(C)C(=O)CCC1CCCC1	-1.7	-10	-3	5	0.0	-1.7	-3	-1.6	x	-2.7	-1.7
O=C(CCc1nc2ccccc2[nH]1)Nc1ccccc1	0.4	4	0	0	-1.1	-0.4	-1	-2.6	0.3	-0.5	-1.5
COC(=O)[C@@]1(Cc2ccc(OC)cc2)[C@H]2c3cc(C(=O)N4CCCC4)n(Cc4ccc(OC(F)(F)F)cc4)c3C[C@H]2CN1C(=O)c1ccccc1	1.2	-4	-3	-8	x	-0.1	-2	0.0	x	3.0	-1.1
COc1ccc(CCN=C(N)NS(=O)(=O)c2ccc(C)cc2)cc1	-0.5	2	-1	-5	1.0	-0.4	-3	-3.4	0.3	-2.8	-1.1
CCOC(=O)/C(C#N)=C/Nc1cc(F)ccc1C	-0.2	-3	-2	6	2.6	-0.9	0	1.7	-0.5	0.1	-1.6
CC1CCCCN1S(=O)(=O)c1ccccc1[N+](=O)[O-] (stereo not given)	-0.5	-1	-2	3	-2.4	-0.5	1	-1.2	2.6	-0.3	-0.2
Cc1ccc(N2CC(C(=O)OCc3nnc(-c4ccccc4)o3)CC2=O)cc1 (stereo not given)	0.5	2	0	6	0.5	-1.0	4	2.9	0.1	0.0	-0.7
COC(=O)c1cc(=O)n(C2CC2)c(=NC2CC2)s1	0.8	-2	6	3	3.4	-1.7	0	-2.8	0.0	2.8	-1.0
CC1CCCCN1c1nc2nonc2nc1N1CCCCC1C (stereo not given)	0.3	0	-3	12	-0.6	-0.9	7	2.1	-0.9	-1.6	-0.7
CCCCNC(=O)c1ccc(CS(=O)(=O)c2ccc(OC)cc2)o1	-0.9	-2	-2	5	-0.8	-1.5	-4	0.7	-2.0	-3.4	-0.2
CS(=O)(=O)Nc1cccc(C2=NN(S(=O)(=O)c3ccccc3)C(c3cccs3)C2)c1 (stereo not given)	0.5	0	2	-40	1.3	0.0	-1	-1.8	2.9	0.1	-1.6
Cc1cc(C)n(CC(=O)n2c3ccccc3c3ccccc32)n1	0.0	4	1	0	2.9	0.7	-6	2.2	0.3	-0.3	-0.8
O=C(O)c1ccc(/C=C2\SC(=S)N(NC(=O)c3ccccc3)C2=O)cc1	-0.3	-7	-1	8	0.2	-0.7	3	-5.7	0.3	0.9	-0.8
CCOc1ccc(-c2nnc3sc(-c4ccccc4OC)nn23)cc1	0.3	0	-2	5	-0.9	-1.5	13	1.9	0.1	-1.3	-1.2
O=C(O)CCn1cc(/C=C2\SC(=S)NC2=O)c(-c2ccccc2)n1	0.3	0	-2	0	0.5	-0.8	-4	-4.0	x	1.0	-2.0
COc1ccc(NC(=O)Nc2ccc(OC)c(OC)c2)c([N+](=O)[O-])c1	0.2	2	-3	16	2.5	-1.4	-1	0.9	-1.8	-2.7	-1.2
COc1ccc(-c2cc3ccccc3oc2=O)cc1NC(=O)c1cccnc1	-1.1	-269	-2	-2	1.6	-1.8	-1	-0.3	-0.3	-0.5	-1.9
Following part.
SMILES	DAX1 inh-1	PLC-beta3 inh	SMARCA2 act	HGIII-sPLA2 inh	FXN GAA850 act	hcDAF12 agonist	Rev-erbA mod	PG9 Ab binder	DAX1 inh-2	hgDAF12 agonist	ssDAF12 agonist
COC(=O)C1=CN(c2ccc(N3CCOCC3)cc2)C(N)=C(C#N)C1c1ccccc1 (stereo not given)	0.8	-10	-1	3	x	-2.8	16	3.8	x	-3.7	-0.8
CC(=O)Nc1ccc(C(=O)NC(C)c2ccc(-n3ccnc3)cc2)cc1 (stereo not given)	1.3	-5	1	-2	-1.3	-0.5	1	-2.5	0.6	1.5	-0.7
Cc1cc(NC(=O)c2cccc(S(=O)(=O)N3CCOCC3)c2)c2ccccc2n1	-0.6	-2	-1	1	-0.8	-0.5	-2	0.5	-0.1	1.7	-0.4
COc1ccc2cc(CCNC(=O)c3ccc(Br)o3)c(=O)[nH]c2c1	-0.8	0	-2	-4	-1.5	1.1	1	3.2	-0.8	2.2	-1.5
O=C(Cn1c(-c2ccccc2)noc1=O)Nc1ccc(N2CCCCCC2)cc1	-0.9	-30	-4	-12	2.4	-2.5	5	-3.6	0.4	0.7	-0.9
Cc1ccc(C(=O)CC2(O)C(=O)Nc3ccccc32)s1 (stereo not given)	-0.3	-1	-4	6	-0.1	-1.1	0	0.0	0.2	-2.4	-1.3
O=C1c2ccccc2NC2CCCCC12 (stereo not given)	-0.5	2	-3	17	2.7	-1.4	-5	1.3	-0.6	-0.4	-1.6
C=CCOc1ccc(C(=O)CC)cc1OC	0.2	2	1	1	0.6	-2.0	3	-0.6	2.0	0.0	-1.1
CCOC(=O)c1c(C)[nH]c(C(=O)NCCc2ccc(OC)c(OC)c2)c1C	-0.3	-12	1	-7	-2.3	-2.5	-4	-0.2	-0.6	-1.2	-1.4
C[C@H](CO)N1C[C@H](C)[C@@H](CN(C)S(=O)(=O)c2ccc3ccccc3c2)OCc2cn(nn2)CCCC1=O	-0.7	-1	-3	10	0.8	1.6	-1	-0.1	2.8	-0.7	-0.8
COC(=O)c1ccc(NC(=O)c2cc(Cl)ccc2OC)cc1	0.4	-6	0	-1	2.4	1.2	46*	-0.1	0.0	0.9	-1.7
O=C(c1cccs1)N1CCN(c2nc3ccccc3s2)CC1	0.3	-7	2	5	1.5	1.0	5	0.0	0.5	1.4	-0.9
CN1CCCN(C(=O)c2cc(-c3ccc(Cl)c(Cl)c3Cl)nc3ccccc23)CC1	0.9	0	-1	-2	3.0	-0.3	9	-0.3	1.6	2.5	-1.7
CC(C)(C)NC(=O)CC1C[C@H](C(=O)N2CCOCC2)[C@@]2(CCC3CCCC3)c3[nH]c4ccccc4c3CCN2C1=O (stereo not given in full)	0.0	2	2	-1	-7.9	-0.8	-2	-0.8	-1.0	0.5	-1.6
Clc1ccc(CSc2nnc(-c3ccncc3)o2)cc1	-1.0	2	-2	-8	-7.0	-0.8	-4	1.6	0.0	2.1	-1.7
COc1ccccc1OCCn1c(C(C)O)nc2ccccc21 (stereo not given)	-0.4	2	-3	-6	-1.6	-1.6	5	0.3	-0.8	3.2	-0.6
CCc1cccc(NC(=O)CCNC(=O)Cn2ccc3ccccc3c2=O)c1	-0.2	-3	-1	0	-0.5	-3.0	2	3.5	-1.4	-4.0	-0.3
O=C1/C(=C/c2cccnc2)SC(=S)N1CC1CCCO1 (stereo not given)	0.2	0	-1	-7	-1.3	-0.7	0	-1.3	0.6	0.0	-0.1
Cc1ccc(NC(=S)NCc2ccc3[nH]c4c(c3c2)CCCC4)cc1	-2.4	-31	-1	-3	-2.3	1.0	-5	-0.9	-1.8	-1.9	-1.0
COc1ccc(N(CC(=O)NC2CCCC2)C(=O)c2csnn2)cc1	0.1	1	-2	5	-0.5	-1.2	-1	0.0	-0.3	-2.1	-1.1
COC(=O)C1=C(C)N(Cc2ccc(C(F)(F)F)cc2)C(=NCc2ccc(C(F)(F)F)cc2)NC1c1ccc(F)cc1 (stereo not given)	-1.1	9	-7	-7	x	2.6	12	-2.1	x	1.1	0.1
COC(=O)c1ccc(OC(=O)c2ccco2)cc1	-0.4	2	-2	-2	-0.8	-0.3	2	-1.1	0.8	4.3	-0.9
CCc1cc(=O)oc2c(C)c(OC(C)C(=O)NCC3CCC(C(=O)O)CC3)ccc12 (stereo not given)	0.4	-2	-3	8	0.4	-2.5	0	-0.6	-0.1	-0.8	-1.0
CCn1nnc(NC(=O)c2cc3ccccc3o2)n1	1.4	-6	2	3	3.7	1.3	-6	0.8	0.0	3.3	-0.3
O=S(=O)(Cc1ccccc1)NCCc1cccc(Cl)c1	0.2	-4	-2	-2	-0.3	-0.1	-5	0.6	-0.1	-2.0	-0.8

Reprinted from the part before: 3 compounds, followed by the next part.
SMILES	DAX1 inh-1	PLC-beta3 inh	SMARCA2 act	HGIII-sPLA2 inh	FXN GAA850 act	hcDAF12 agonist	Rev-erbA mod	PG9 Ab binder	DAX1 inh-2	hgDAF12 agonist	ssDAF12 agonist
CCc1cc(=O)oc2c(C)c(OC(C)C(=O)NCC3CCC(C(=O)O)CC3)ccc12 (stereo not given)	0.4	-2	-3	8	0.4	-2.5	0	-0.6	-0.1	-0.8	-1.0
CCn1nnc(NC(=O)c2cc3ccccc3o2)n1	1.4	-6	2	3	3.7	1.3	-6	0.8	0.0	3.3	-0.3
O=S(=O)(Cc1ccccc1)NCCc1cccc(Cl)c1	0.2	-4	-2	-2	-0.3	-0.1	-5	0.6	-0.1	-2.0	-0.8
COc1ccc(OC)c(N(CC(=O)NC2CCCCCC2)S(=O)(=O)c2ccc(C)cc2)c1	-0.8	-10	0	2	1.5	0.2	4	0.4	0.0	-1.9	0.4
CC(=O)N1CCc2cc(S(=O)(=O)CCC(=O)N3CCN(c4cc(C)ccc4C)CC3)ccc21	-0.4	-11	-1	-2	1.8	-2.0	-1	-0.3	-0.2	1.1	-0.6
O=C(O)c1ccc(C=NN2CCCCCC2)cc1	1.4	-1	-3	7	2.7	2.4	1	-1.6	3.7	8.6	-0.5
COc1cc(C2NC(=O)NC(C)=C2C(=O)OC(C)(C)C)ccc1OCC(=O)O (stereo not given)	0.6	-9	-2	-2	-1.6	-1.1	-5	-0.8	0.7	1.6	-0.4
CC1CCCN(c2ncnc3c2cnn3-c2ccccc2)C1 (stereo not given)	0.3	-2	-2	4	-9.3	4.8	-7	-1.1	-3.5	-4.6	-0.9
COc1ccc(NC(=O)Nc2c(C)noc2-c2ccccc2)cc1	0.2	-6	-1	1	-1.1	-1.6	0	-0.5	0.8	-1.7	-1.5
